MgcRacGAP inhibition: MgcRacGAP GTPase-activating activity inhibitors, confirmation, biochemical, ADP Hunter fluorescence. MgcRacGAP-stimulated Rac1 GTP hydrolysis, ADP Hunter fluorescence; higher % means a stronger effect; GST-tagged Rac1 F28L mutant substrate. one-dose inhibition, % at 30 µM; IC50 in µM for titrated hits. actives 0.6% (n = 340,000). AID 624330;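 active means first-screen hits whose inhibition reached a set limit at any dose in the follow-up dose series; inconclusive means inhibition above the set first-screen limit but never retested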;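 further: fluorescence reports GDP produced by GAP-driven GTP hydrolysis; strong numbers were not always called active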
K1F lysis inhibition: protection from phage-mediated lysis, alamar blue read-out – E. coli UTI89, K1F phage, bacterial capsule biogenesis inhibitors (AID 488966). actives 0.02% (n = 340,000). inhibition, % at 100 µM; hits with a dose series show IC50 in µM. E. coli UTI89 K1F phage lysis, alamar blue, 2 h; higher % means a stronger effect;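 active means phage lysis inhibition, versus mean bacterial control, above a set limit; inconclusive means no clear call, values can overlap the other calls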;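 further: capsule biogenesis inhibitors block K1F phage lysis so surviving cells raise fluorescence; higher fluorescence means more inhibition of phage lysis; actives were called in the ten point dose series up to 300 µM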
Starred values were filed as active, the others as inactive; [ ] = remark or other dose. A portion of the library; count on the stated rates, not on these rows.

Cc1nc(-c2ccc(F)cc2)c(CC(=O)N(C)CC(=O)Nc2ccc(Cl)c(C(F)(F)F)c2)s1 was read as MgcRacGAP inhibition 6% and K1F lysis inhibition -1.1%[50 µM].
`Cc1ccc(S(=O)(=O)N2CCC[C@H]2C(=O)NC2=NCCS2)cc1` gave MgcRacGAP inhibition 1% and K1F lysis inhibition 0.9%.
Screening CN(C(=O)c1cccc(NC(=O)Cc2ccc(NC(=O)C3CCCN(C(=O)C4CCCC4)C3)cc2)c1)C1CCC1 (stereo not given) returned MgcRacGAP inhibition 4% and K1F lysis inhibition 0.1%.
`CCCCn1c(N)c(N(CCOC)C(=O)COC(=O)CNC(=O)c2ccc(Cl)c(Cl)c2)c(=O)[nH]c1=O` gave MgcRacGAP inhibition 1% and K1F lysis inhibition -0.3%[50 µM].
For CC(=NO)C1CCC2C3CCC4=CC(=NO)CCC4(C)C3C(O)CC12C (stereo not given) the results were MgcRacGAP inhibition -2% and K1F lysis inhibition -1.6%.
Screening Cc1ccc(C2=C(O)C(=O)C(c3ccc(C)cc3)=C(O)C2=O)cc1 returned MgcRacGAP inhibition 0% and K1F lysis inhibition -2.2%.
Screening Nc1ccccc1/C=C/c1ccccc1N returned MgcRacGAP inhibition -1% and K1F lysis inhibition -2.4%.
Screening CCCCn1c(N)c(N(CCC(C)C)C(=O)COC(=O)Cc2ccc(Cl)cc2)c(=O)[nH]c1=O returned MgcRacGAP inhibition 7% and K1F lysis inhibition 0.8%[50 µM].
For COc1cc(-c2noc(C)c2C(=O)N[C@@H](CO)Cc2ccccc2)cc(OC)c1OC the results were MgcRacGAP inhibition 13% and K1F lysis inhibition 0.0%.
Screening COc1cc(O)c2c(=O)c3c(O)c(O)ccc3oc2c1OC returned MgcRacGAP inhibition 15% and K1F lysis inhibition -4.2%.
`Cc1ccc(Nc2n[nH]c(=S)s2)cc1F` gave MgcRacGAP inhibition 55µM* and K1F lysis inhibition -0.9%.
For CCCCC(=O)OCC(=O)C1(O)Cc2c(O)c3c(c(O)c2C(OC2CC(NC(=O)C(F)(F)F)C(O)C(C)O2)C1)C(=O)c1c(OC)cccc1C3=O (stereo not given) the results were MgcRacGAP inhibition 6% and K1F lysis inhibition 4.8%.
Screening CN(C)S(=O)(=O)c1ccc(C(=O)N2CCN(S(=O)(=O)c3ccc4c(c3)OCCO4)CC2)cc1 returned MgcRacGAP inhibition 0% and K1F lysis inhibition -0.1%[50 µM].
Cc1cc(C)nc(N2CCN(c3nc(-c4ccccc4)nc4c3oc3ccccc34)CC2)n1 was read as MgcRacGAP inhibition 8% and K1F lysis inhibition 0.6%.
`c1ccc(-c2ncnc3ccccc23)cc1` gave MgcRacGAP inhibition 12% and K1F lysis inhibition 2.2%.
For COc1ccc(CC(=O)Nc2cc(S(=O)(=O)N3CCOCC3)ccc2N2CCCC2)c(OC)c1 the results were MgcRacGAP inhibition 1% and K1F lysis inhibition -0.1%[50 µM].
`CCC(C)n1c(SCC(=O)N(CC)c2c(N)n(Cc3ccccc3)c(=O)[nH]c2=O)nc2ccccc2c1=O` (stereo not given) gave MgcRacGAP inhibition 4% and K1F lysis inhibition 1.6%[50 µM].
Cc1ccccc1Oc1ccc2c(c1)[C@@H]1C[C@H](N(C)C(=O)c3ccc(C#N)cc3)[C@H]([C@H](C)O)C(=O)N1CC2 was read as MgcRacGAP inhibition 10% and K1F lysis inhibition 0.1%.
Screening CCC1([N+](=O)[O-])COC(C=Cc2ccccc2)OC1 (stereo not given) returned MgcRacGAP inhibition -1% and K1F lysis inhibition -2.2%.
For CC(NCCN(C)C)C1CCC2C3CCc4cc(O)ccc4C3CCC12C (stereo not given) the results were MgcRacGAP inhibition 19% and K1F lysis inhibition inconclusive.
Screening CC(=O)OCC(=O)C12OC(C)(C)OC1CC1C3CC=C4CC(O)CCC4(C)C3CCC12C (stereo not given) returned MgcRacGAP inhibition -1% and K1F lysis inhibition 0.2%.
`Cc1cc(O)ccc1NC(=O)Cc1cccc2ccccc12` gave MgcRacGAP inhibition inconclusive and K1F lysis inhibition 0.2%.
For C#CCN(C[C@@H](CC(C)C)NC(=O)OC(C)(C)C)S(=O)(=O)c1ccc(Br)cc1F the results were MgcRacGAP inhibition 1% and K1F lysis inhibition 0.1%.
For O=C(CC1SC(N2CCCCC2)=NC1=O)Nc1cccc(C(=O)N2CCCC(C(F)(F)F)C2)c1 (stereo not given) the results were MgcRacGAP inhibition -2% and K1F lysis inhibition 0.9%[50 µM].
Screening C=CCn1c(SC)nccc1=O returned MgcRacGAP inhibition -2% and K1F lysis inhibition 3.7%.
`COc1ccc2c(ccc[n+]2[O-])c1` gave MgcRacGAP inhibition 1% and K1F lysis inhibition -1.9%.
`CN(C)C(=O)c1ccc(NC(=O)COC(=O)CCN=C2NS(=O)(=O)c3ccccc32)cc1` gave MgcRacGAP inhibition 6% and K1F lysis inhibition -0.5%.
`CC(C)C[C@H]1CNC(=S)N1CC1CCCN1C[C@H](Cc1ccc(O)cc1)N1C[C@H](Cc2ccccc2)N(CC2CCCCC2)C1=S` (stereo not given in full) gave MgcRacGAP inhibition 6% and K1F lysis inhibition 0.0%.
Screening C[C@H](O)[C@@H]1C(=O)N2CCc3ccc(-c4ccccc4)cc3[C@@H]2C[C@@H]1N(C)C(=O)Nc1cc(Cl)cc(Cl)c1 returned MgcRacGAP inhibition 6% and K1F lysis inhibition -0.1%.
`O=C1NC2c3c(I)sc(I)c3C(=O)C2O1` (stereo not given) gave MgcRacGAP inhibition 43% and K1F lysis inhibition 2.0%.
Screening CC1CN(C2CCCCC2)C(=O)NC1=O (stereo not given) returned MgcRacGAP inhibition 6% and K1F lysis inhibition 0.2%.
`CCOC(=O)/C=C1\SCC(=O)N1CC(O)CN1C(=O)CS/C1=C/C(=O)OCC` (stereo not given) gave MgcRacGAP inhibition 2% and K1F lysis inhibition -2.8%.
`OC(CN1CCCCC1)c1ccc2c3c(cccc13)CC2` (stereo not given) gave MgcRacGAP inhibition 8% and K1F lysis inhibition 2.8%.
Screening S=C1NCCN1CC1CCN(CCC23CC4CC(CC(C4)C2)C3)CC1 returned MgcRacGAP inhibition 12% and K1F lysis inhibition 0.2%.
Nc1cc([N+](=O)[O-])ccc1OCc1ccccc1 was read as MgcRacGAP inhibition 11% and K1F lysis inhibition 2.8%.
For N#CC(CCc1ccccn1)c1ccccc1 (stereo not given) the results were MgcRacGAP inhibition 4% and K1F lysis inhibition -0.4%.
Screening CC(C)(C)CC(C)(C)n1nnnc1N returned MgcRacGAP inhibition -14% and K1F lysis inhibition -3.5%.
Screening Clc1ccccc1C=NNc1ccccn1 returned MgcRacGAP inhibition -3% and K1F lysis inhibition -0.5%.
For COc1cc(C)cc2c1OC(c1ccccc1)CC2=O (stereo not given) the results were MgcRacGAP inhibition 3% and K1F lysis inhibition 6.8%.
Screening NC(=O)NN=C1CC2CC1C1C=CCC21 (stereo not given) returned MgcRacGAP inhibition 8% and K1F lysis inhibition -2.6%.
Screening CCCCN(C(=O)c1cccc(S(=O)(=O)N(CC)c2ccccc2)c1)c1c(N)n(CC(C)C)c(=O)[nH]c1=O returned MgcRacGAP inhibition 4% and K1F lysis inhibition 0.1%[50 µM].
CN1C[C@@H]2[C@@H]3C(=O)N(Cc4ccccc4)C(=O)[C@@H]3[C@](Cc3ccccc3)(C1=O)N2C(=O)c1ccc(F)cc1 was read as MgcRacGAP inhibition 5% and K1F lysis inhibition 3.1%.
For C[C@@H]1CN(S(=O)(=O)C(C)(C)C)[C@@H](CCO)/C1=C\c1ccccc1 the results were MgcRacGAP inhibition 3% and K1F lysis inhibition -0.2%.
`COc1ccc(C2(OC)Oc3cc(OC)ccc3C(=O)C2(O)OC)cc1` (stereo not given) gave MgcRacGAP inhibition -2% and K1F lysis inhibition -0.6%.
O=C1C(=NO)CCc2ccccc21 was read as MgcRacGAP inhibition -2% and K1F lysis inhibition -3.4%.
`O=C(O)c1c[nH]c2c([N+](=O)[O-])cccc2c1=O` gave MgcRacGAP inhibition 6% and K1F lysis inhibition -3.8%.
Oc1ccc(Cc2ccccc2Cl)c(O)c1 was read as MgcRacGAP inhibition 55µM* and K1F lysis inhibition -3.0%.
Screening CC(C)(C)OC(=O)N1CCC(C(=O)Nc2ccc(C(=O)NCc3ccccc3)cc2)CC1 returned MgcRacGAP inhibition 6% and K1F lysis inhibition -0.2%.
For Cc1ccc(S(=O)(=O)N2CCN(C(=O)COC(=O)c3ccccc3OC(F)F)CC2)c(C)c1 the results were MgcRacGAP inhibition 16% and K1F lysis inhibition 0.0%[50 µM].
For Cc1ccccc1NC(=O)COC(=O)c1ccc2c(c1)C(=O)N(CCCN1CCOCC1)C2=O the results were MgcRacGAP inhibition 5% and K1F lysis inhibition 4.4%.
CC1=CC(=O)C(C(C)=Nc2cccc(Cl)c2)C(=O)O1 (stereo not given) was read as MgcRacGAP inhibition 2% and K1F lysis inhibition 1.8%.
ON(CCc1ccccn1)CCc1ccccn1 was read as MgcRacGAP inhibition 2% and K1F lysis inhibition 0.2%.
For O=C(Nc1ccccc1Cl)O/N=C/c1ccc(F)cc1 the results were MgcRacGAP inhibition 6% and K1F lysis inhibition 1.2%.
`COc1ccc(C(CNC(=O)c2cccc(S(=O)(=O)Nc3ccc(F)cc3)c2)N2CCCCC2)cc1` (stereo not given) gave MgcRacGAP inhibition 10% and K1F lysis inhibition 0.4%[50 µM].
CC(Cc1ccccc1)N(C)C(=O)CN1C(=O)c2ccccc2C1=O (stereo not given) was read as MgcRacGAP inhibition -5% and K1F lysis inhibition 2.2%.
For CN(Cc1ccc(OC(F)F)cc1)C(=O)c1cccc(S(=O)(=O)N2CCN(c3ccccc3)CC2)c1 the results were MgcRacGAP inhibition 6% and K1F lysis inhibition 0.5%[50 µM].
`COc1ccc(Cl)cc1CC=NNC(=O)c1cccc(C)c1O` gave MgcRacGAP inhibition -2% and K1F lysis inhibition -1.7%.
For CC(OC(=O)c1cccc(S(=O)(=O)N(C)C)c1)C(=O)NCC(=O)Nc1ccc(F)c(F)c1F (stereo not given) the results were MgcRacGAP inhibition -3% and K1F lysis inhibition 2.2%[50 µM].
For CC(=O)Nc1ccc(CCCCc2ccccc2)cc1 the results were MgcRacGAP inhibition 4% and K1F lysis inhibition 1.1%.
For Oc1ccccc1C=NN=Cc1c(O)ccc2ccccc12 the results were MgcRacGAP inhibition 4% and K1F lysis inhibition 1.7%.

Compounds listed so far that have an NH in an aromatic ring (6):
`CCCCn1c(N)c(N(CCOC)C(=O)COC(=O)CNC(=O)c2ccc(Cl)c(Cl)c2)c(=O)[nH]c1=O` gave MgcRacGAP inhibition 1% and K1F lysis inhibition -0.3%[50 µM].
Screening CCCCn1c(N)c(N(CCC(C)C)C(=O)COC(=O)Cc2ccc(Cl)cc2)c(=O)[nH]c1=O returned MgcRacGAP inhibition 7% and K1F lysis inhibition 0.8%[50 µM].
`Cc1ccc(Nc2n[nH]c(=S)s2)cc1F` gave MgcRacGAP inhibition 55µM* and K1F lysis inhibition -0.9%.
`CCC(C)n1c(SCC(=O)N(CC)c2c(N)n(Cc3ccccc3)c(=O)[nH]c2=O)nc2ccccc2c1=O` (stereo not given) gave MgcRacGAP inhibition 4% and K1F lysis inhibition 1.6%[50 µM].
Screening CCCCN(C(=O)c1cccc(S(=O)(=O)N(CC)c2ccccc2)c1)c1c(N)n(CC(C)C)c(=O)[nH]c1=O returned MgcRacGAP inhibition 4% and K1F lysis inhibition 0.1%[50 µM].
`O=C(O)c1c[nH]c2c([N+](=O)[O-])cccc2c1=O` gave MgcRacGAP inhibition 6% and K1F lysis inhibition -3.8%.

Carrying on:
`COc1ccccc1-c1cccc([C@@H]2C[C@H]3[C@H](CON3C)CN2C(=O)CCc2ccccc2)c1` gave MgcRacGAP inhibition 5% and K1F lysis inhibition -0.2%.
For Cc1ccc([C@H]2C(C(=O)O)=CC[C@@H](c3cccc(Cl)c3)N2S(=O)(=O)c2ccc(C)cc2)cc1 the results were MgcRacGAP inhibition 10% and K1F lysis inhibition -0.2%.
For O=C(Nc1ccc(C(=O)N2CCOCC2)cc1)c1ccccc1 the results were MgcRacGAP inhibition 9% and K1F lysis inhibition 0.2%.
For O=C1Nc2ccc(C(=O)O)c(O)c2C1=O the results were MgcRacGAP inhibition 0% and K1F lysis inhibition 2.1%.
Screening CC(=O)NC12CC3CC(C1)CC(C(=O)N1CCN(S(=O)(=O)c4ccc([N+](=O)[O-])cc4)CC1)(C3)C2 returned MgcRacGAP inhibition 6% and K1F lysis inhibition 0.4%[50 µM].
Screening C=CCn1ccc(=O)nc1SC returned MgcRacGAP inhibition 3% and K1F lysis inhibition -0.8%.
For CC(=O)Nc1c(Br)cc2c(c1Br)Cc1cc(Br)ccc1-2 the results were MgcRacGAP inhibition -5% and K1F lysis inhibition 14%.
`Nc1nc(N)nc(-c2cccc(Br)c2)n1` gave MgcRacGAP inhibition 5% and K1F lysis inhibition -1.3%.
`CNC(=S)N1C2CCCC1CC(NC(=O)c1ccc(C)cc1)C2` (stereo not given) gave MgcRacGAP inhibition -2% and K1F lysis inhibition 0.1%.
Cn1cnc([N+](=O)[O-])c1S(=O)(=O)Oc1ccc(Cl)cc1 was read as MgcRacGAP inhibition 16% and K1F lysis inhibition -4.9%.
`Brc1ccc(C2Nc3cccc4cccc(c34)N2)cc1` gave MgcRacGAP inhibition 25% and K1F lysis inhibition -0.2%.
Screening O=C1[C@H](Cc2ccccc2)NCC=CC[C@@H](c2ccc(Cl)cc2)N1Cc1ccccc1 returned MgcRacGAP inhibition 8% and K1F lysis inhibition -1.0%.
Screening Cc1cn([C@H]2C[C@H](O)[C@@H](CCC(=O)NCCc3cnc[nH]3)O2)c(=O)[nH]c1=O returned MgcRacGAP inhibition 2% and K1F lysis inhibition -0.1%.
